Screening results deposited in PubChem BioAssay by several laboratories.
M. tuberculosis GlmU: inhibition of mycobacterial GlmU enzyme – biochemical, glucosamine-1-phosphate acetyltransferase (AID 1376). M. tuberculosis GlmU acetyltransferase enzyme assay; higher % means a stronger effect. Bifunctional protein GlmU (Mycobacterium tuberculosis (strain ATCC 25618 / H37Rv)). actives 0.25% (n = 220,000). inhibition, %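 (tested at 30 µM in the primary screen)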; hits with a dose series show IC50 in µM; in the data active means inhibition above about 13%;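 further: 0% = complete reaction with vehicle and 100% = reaction without substrate; strong numbers were not always called active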
Mtb RmlCD inh: M. tuberculosis RmlC/RmlD coupled enzyme inhibitors, primary screen, biochemical, compound mixtures, 384-well, from 1536-well plates; actives 0.03% (n = 160,000); AID 1533, 2009; dTDP-4-dehydrorhamnose reductase (Mycobacterium tuberculosis (strain ATCC 25618 / H37Rv)) …; inhibition, % at 3.6 µM; RmlC+RmlD coupled enzyme assay, percent inhibition; primary screen in compound mixtures; in the data active means inhibition mostly above about 34%, no sharp cut-off; further: some results filed as inactive read as strong as hits
Target sequence (P9WH09 whole entry, looked up): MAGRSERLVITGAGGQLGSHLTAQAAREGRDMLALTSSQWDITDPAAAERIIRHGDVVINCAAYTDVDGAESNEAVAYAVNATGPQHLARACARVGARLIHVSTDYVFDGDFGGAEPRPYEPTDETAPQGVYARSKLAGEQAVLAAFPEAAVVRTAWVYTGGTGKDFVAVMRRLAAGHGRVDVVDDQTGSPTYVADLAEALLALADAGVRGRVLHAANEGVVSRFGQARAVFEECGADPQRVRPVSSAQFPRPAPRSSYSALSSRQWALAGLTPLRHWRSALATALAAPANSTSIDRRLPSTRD
Target sequence (P9WH11 whole entry, looked up): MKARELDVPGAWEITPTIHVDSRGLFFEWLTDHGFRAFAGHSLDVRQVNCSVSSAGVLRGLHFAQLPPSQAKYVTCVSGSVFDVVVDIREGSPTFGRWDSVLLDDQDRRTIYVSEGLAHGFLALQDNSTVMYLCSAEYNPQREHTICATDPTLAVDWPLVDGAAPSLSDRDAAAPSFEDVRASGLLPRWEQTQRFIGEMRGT
The depositor's hits bear a star; x = no result given.

SMILES | M. tuberculosis GlmU | Mtb RmlCD inh
O=C(CC1CC2CCC1C2)NCc1cccs1 (configuration not stated) | -1.6% | -6
CCC(C)NC(=O)c1csc2c1CCCCC2 (configuration not stated) | 3.6% | x
CC(=O)NC(C)C(c1cccs1)N1CCN(c2ccccc2)CC1 (configuration not stated) | -3.5% | -1
CCOC(=O)c1cc(NC(=O)Nc2nc3ccccc3s2)c(C)nc1C | 2.4% | 83
O=C(Nc1ccc(S(=O)(=O)N2CCN(c3ccccc3)CC2)cc1)c1cccs1 | -5.4% | -7
O=C(c1c(Cl)nc2sccn12)N1CCN(c2cccc(Cl)c2)CC1 | 1.4% | x
Cc1ccccc1C(=O)NCCSc1ccccc1 | 2.7% | x
CSc1nnc2c3c4c(sc3c(=O)n(-c3ccccc3)n12)CC(C)(C)OC4 | 0.0% | 8
COc1ccc([N+](=O)[O-])cc1NC(=O)CC1SC(=Nc2cccc(C)c2C)N(/N=C(\C)c2ccc(C)cc2)C1=O (configuration not stated) | 0.0% | 0
COC(=O)c1cc(-c2ccccc2)c2c(=O)n(C)c(=O)n(C)c2n1 | -5.6% | x
O=C1CC2C(CC(OC(=O)c3ccc(-c4ccccc4)cc3)C2CO)O1 (configuration not stated) | 2.1% | x
COc1ccccc1NC(=O)COc1ccc(C(=O)OCC(=O)N(C(C)C)C(C)C)cc1OC | -4.4% | 10

4 structures already listed, sorted by number of heavy atoms, ascending:
SMILES | M. tuberculosis GlmU | Mtb RmlCD inh
CCC(C)NC(=O)c1csc2c1CCCCC2 (configuration not stated) | 3.6% | x
Cc1ccccc1C(=O)NCCSc1ccccc1 | 2.7% | x
CCOC(=O)c1cc(NC(=O)Nc2nc3ccccc3s2)c(C)nc1C | 2.4% | 83
CSc1nnc2c3c4c(sc3c(=O)n(-c3ccccc3)n12)CC(C)(C)OC4 | 0.0% | 8

Additional structures follow.
SMILES | M. tuberculosis GlmU | Mtb RmlCD inh
C=CCN1C(=O)/C(=C2/Sc3ccc(OC)cc3N2C)SC1=Nc1cccc(O)c1 | -2.2% | 6
Cc1ccc(C(=O)Nc2sc3c(c2C(=O)O)CCCCC3)o1 | 9.2% | -15
COC(=O)C(CCSC)NC(=O)c1cc2c(n(-c3ccccc3)c1=O)CCCC2=O (configuration not stated) | 6.6% | -5
CC(c1nnc(SCC(=O)Nc2ccc3[nH]c(=O)[nH]c3c2)n1Cc1ccccc1)N(C)C (configuration not stated) | 5.5% | -2
CN(Cc1ccccc1)C(=S)Nc1cccnc1 | -2.6% | -2
O=C(N/N=C/c1ccc(Cl)cc1)c1cc(-c2cccnc2)nc2ccccc12 | 6.5% | -71
C=C1CCN([C@H](C(=O)NCc2ccc(Cl)cc2)C(C)C)S(=O)(=O)c2ccccc21 | -7.2% | 1
O=C(/C=C/c1cccc([N+](=O)[O-])c1)c1ccc2c(c1)OCCO2 | -3.6% | x
NS(=O)(=O)c1ccc(NC(=S)Nc2ccc(Br)c(Cl)c2)cc1 | -3.9% | 9
CCCCNC(=O)Nc1ccccc1Br | 7.0% | x
Cc1ccc(N=CC2=C(O)CC(c3ccc(Cl)cc3)CC2=O)cc1 (configuration not stated) | 4.4% | -6
Nc1nnc(SCC(=O)Nc2ccc3c(c2)OCCO3)s1 | 1.7% | x
O=C1NC(c2ccc(Cl)cc2)=COc2ccccc21 | 1.8% | 8
O=C(CN1CCC(O)(c2ccccc2F)CC1)NCCc1c[nH]c2ccccc12 | -4.2% | x
CCn1c(=O)cc(OCC(=O)Nc2ccc3c(c2)OCCO3)c2ccccc21 | -4.3% | -1
O=C(c1ccc2c(c1)OCCO2)N1CCN(c2ccc([N+](=O)[O-])cc2)CC1 | -4.3% | -9
CCc1ccccc1NC(=O)Nc1cc(F)ccc1F | 5.8% | -10
Cc1cc(N(C)C)c(C#N)c(N2CCCCC2)n1 | 4.2% | 16
CC(C)CN(C(=O)COC(=O)c1nc(Cl)ccc1Cl)C1CCS(=O)(=O)C1 (configuration not stated) | 2.0% | 2
Nc1ccc(C23CC4CC(CC(O)(C4)C2)C3)cc1 | -2.7% | 15
COc1ccc(CCC(=O)Nc2nc(-c3ccncc3)cs2)cc1 | 7.6% | -9
Brc1ccc(-c2csc(-c3ccncc3)n2)cc1 | -10% | 10
Cc1ccccc1NC(=O)c1onc2c1CCCC2 | -1.8% | x
CC(=NCCCn1ccnc1)c1c(O)n(C2CCCCC2)c(=O)[nH]c1=O | 6.0% | 13
CS(=O)(=O)N1CCCC(C(=O)NCc2ccc(F)cc2)C1 (configuration not stated) | -7.4% | -12
CCOC(=O)C(=NC(C)C)NNc1cc(Cl)ccc1Cl | 3.4% | x
CC(C)(C)c1ccc(C(=O)NNc2ccc(F)cc2F)cc1 | 5.4% | 2
CCOC(=O)/C(=C\c1cccc(O)c1)c1nc2sc(C)c(C)c2c(=O)[nH]1 | 0.8% | 4
NS(=O)(=O)c1cccc(NC(=O)Nc2ccccc2)c1 | 1.2% | -2
COc1ccc(-c2nc3cccc(C)n3c2NCc2ccco2)cc1OC | 1.1% | 10
N#CC1=C(N)C(C#N)(C#N)[C@H](c2ccsc2)[C@H]2COCC=C12 | -3.7% | 9
O=C(O/N=C1/CCCc2occc21)c1ccccc1 | 1.2% | -12
COc1cc(/C=N\NC(=O)OC(C)(C)C)ccc1OC(=O)c1ccco1 | 0.8% | 5
CC1(C)C2C(Cl)(Cl)C2(C)c2ccccc2N1C=O (configuration not stated) | 2.2% | 5
CN1Cc2sc(NC(=S)NC(=O)c3ccccc3)c(C#N)c2CC1(C)C | -0.8% | -9
COc1cc(C(=O)Nc2ccc3c(c2)OCCO3)c(-n2cnnn2)cc1OC | -0.4% | -8
Cc1nn(Cc2ccccc2)c2c1C(c1cccnc1)C(C#N)=C(N)O2 (configuration not stated) | 0.8% | x
c1ccc(C2CCCN(Cc3nc(CC4CC4)no3)CC2)cc1 (configuration not stated) | 5.7% | 8
O=C(CCCn1c(SCc2cccc(F)c2)nc2ccccc2c1=O)NCC1CCCO1 (configuration not stated) | 3.4% | -4
Cc1ccc(-c2csc(NC(=O)C3=NN(C4CCS(=O)(=O)C4)C(=O)CC3)n2)cc1 (configuration not stated) | 6.3% | -6
Cc1ccc(CNC(=O)Cn2cnc3cc([N+](=O)[O-])ccc3c2=O)cc1 | 4.0% | 7
Cn1c(CCNC(=O)c2cccs2)nnc1SCC(=O)Nc1nc(-c2ccccc2)cs1 | -4.1% | 9
Cc1noc(C)c1COC(=O)c1ccc(S(=O)(=O)N2CCCCC2)cc1 | -1.0% | x
CC(=O)c1cccc(NC(=O)Cn2nc(-c3ccc(Cl)cc3)ccc2=O)c1 | 0.9% | 4
O=S(=O)(N1CCCCC1)N1CCN(c2cc(Cl)ccc2Cl)CC1 | -0.4% | x
CCOc1ccccc1C(=O)NN1C(=O)CCC1=O | 3.4% | 0
CSc1nc(C)cc(C)c1C#N | -3.8% | -1
CC(=O)Nc1ccc2c(c1)nc1n2CCN(C(C)c2ccccc2)C1 (configuration not stated) | -6.8% | -8
CCOC(=O)CN1C(=O)N[C@@H](CCc2ccccc2)[C@H](C(=O)OC)[C@H]1C | -2.4% | x
CCC(C)NC(=O)Cn1nc([N+](=O)[O-])c(Cl)c1C (configuration not stated) | -3.4% | -2
CC(C)NCc1c(O)c(Br)cc2oc3c(c12)CCCC3 | -3.7% | -8
COC(=O)Nc1nnc(-c2ccncc2)s1 | 5.2% | 2
Cc1cc(NCCCn2ccnc2)n2ncc(-c3ccc(Cl)cc3)c2n1 | -8.4% | 0
CCc1nnc(NC(=O)CSc2nnc(-c3ccncc3)n2Cc2ccccc2)s1 | 1.2% | x
C=CCn1c(SCC(=O)Nc2ccc(NC(=O)c3ccco3)c(OC)c2)nnc1-c1ccncc1 | -5.0% | -9
CCC(C)NS(=O)(=O)c1ccc(NC(=O)Cc2ccc(OC)cc2)cc1 (configuration not stated) | 2.8% | -11
CCC(C)C(N)C(=O)NC(CCC(=O)OCc1ccccc1)C(N)=O (configuration not stated) | -2.2% | -7
Cc1ccc(NC(=O)CCC(=O)OCC(F)(F)C(F)F)cc1 | 2.2% | 1
CC(C)n1c(O)c(N=NC(=O)c2ccccc2NS(=O)(=O)c2cccs2)c2ccccc21 | 0.3% | 56
Cc1ccc(C(=O)NCC2CCCO2)o1 (configuration not stated) | 6.8% | -8
(more compounds)
SMILES | M. tuberculosis GlmU | Mtb RmlCD inh
Cc1ccc(S(=O)(=O)N2CCN(C)CC2)c(C)c1N(C)S(=O)(=O)c1ccc(Cl)cc1 | 1.2% | x
CC1(C)C(=O)OC(c2cccs2)C2(CCCCC2)C1=O (configuration not stated) | 2.5% | -9
Cn1nnnc1SCc1ccc(F)cc1 | -5.8% | -5
C/C(N)=C(/C#N)C(=O)CSc1nc2ccccc2c(=O)n1-c1ccc(C)c(Cl)c1 | 0.8% | 0
CCOC(=O)C1C(c2cccc(Cl)c2Cl)NC(=O)NC1(O)C(F)(F)F (configuration not stated) | -1.2% | 7
CCOC(=O)c1cc(-c2cccc([N+](=O)[O-])c2)nc2[nH]c(=O)[nH]c(=O)c12 | 0.2% | -11
CCOC(=O)N1CCN(C(=O)CNC2CCCCCCC2)CC1 | -4.0% | 4
O=C(O)c1ccc(CSc2nnc(-c3ccncc3)n2-c2ccc(Cl)cc2)cc1 | 0.8% | x
O=C(c1ccc([N+](=O)[O-])cc1)N1CCc2ccccc2C1 | 7.6% | x
C=CCC1(C#N)C(=S)NC(C)=C(C(=O)OCC)C1c1ccccc1 (configuration not stated) | -1.9% | -2
O=C(CSCCO)Nc1cc(C(F)(F)F)ccc1Cl | -0.2% | -7
CCc1ccccc1Nc1nc2ccccc2n1CC | -1.6% | 5
Cc1cc(C)c2c(=O)[nH]cnc2n1 | -0.4% | -11
COc1ccc(C2Nc3ccccc3C(=O)N2NS(=O)(=O)c2ccc(C)cc2)cc1 (configuration not stated) | 0.1% | 5
OC1CCN(C(=S)Nc2ccc(Nc3ccccc3)cc2)CC1 | 1.5% | -49
COc1ccc(C(=O)CSc2nnc(NC(=O)C3CC(=O)N(c4ccccc4C)C3)s2)cc1 (configuration not stated) | -0.7% | -1
CCn1c(=O)c2cc(C(=O)Nc3cccc(C(C)=O)c3)sc2c2ccccc21 | -1.8% | 12
O=C(COc1ccccc1)N1CCN=C1SCc1cccnc1 | 2.2% | x
CCCC(=O)NC(C)c1nc2ccccc2[nH]1 (configuration not stated) | -3.3% | -8
CC(=O)COc1ccc2c(-c3cccc([N+](=O)[O-])c3)cc(=O)oc2c1 | -9.2% | -1
Cc1nc(-c2ccccc2)sc1C(=O)NN | -3.6% | 14
O=C(c1ccc(Cl)cc1Cl)N1CCC(c2nc3c(nnn3Cc3ccco3)c(=O)[nH]2)CC1 | 0.8% | 9
CC(C)C(O)C1CCN(Cc2nc(-c3cccs3)no2)CC1 (configuration not stated) | 2.5% | x
CCCc1nc2oc3c(Cl)ncnc3c2c2c1CCCC2 | 3.5% | x
CC1CCN(C(=O)c2cc(F)c(F)cc2Cl)CC1 | 1.7% | x
Cc1ccc(NC(=S)NCCN2CCOCC2)cc1F | 4.7% | 17
O=C(Nc1ccccc1)c1ccc(N2CCN(c3ccccc3)CC2)c(S(=O)(=O)N2CCOCC2)c1 | 6.4% | -8
CCOC(=O)N1CCN(C(=O)CCCn2c(=O)[nH]c3ccccc3c2=O)CC1 | 0.3% | 18
Cc1cc2cc(CN(Cc3ccco3)C(=S)NCC3CCCO3)c(=O)[nH]c2cc1C (configuration not stated) | 5.0% | 6
CCn1c(CC(=O)Nc2ccccc2)nnc1SCC(=O)Nc1ccccc1C(=O)OC | 3.2% | 19
CCN(C(=S)NCc1ccccc1)c1cccc2ccccc12 | -2.6% | 7
CC1(C)CNC(=O)c2sc(N3CCOCC3)nc2C1 | 0.3% | 4
COC(=O)C(=CC(=CN(C)C)C=C(C(=O)OC)C(=O)OC)C(=O)OC | 7.9% | 37
O=C(NC(=S)NCC1CCCO1)c1ccco1 (configuration not stated) | 1.3% | -8
O=C(CSc1nc(O)c(Cc2ccccc2)c(=O)[nH]1)Nc1ccccc1 | 5.1% | 13

In the list so far, these have a thiophene ring, fused or not.
SMILES | M. tuberculosis GlmU | Mtb RmlCD inh
O=C(CC1CC2CCC1C2)NCc1cccs1 (configuration not stated) | -1.6% | -6
CCC(C)NC(=O)c1csc2c1CCCCC2 (configuration not stated) | 3.6% | x
CC(=O)NC(C)C(c1cccs1)N1CCN(c2ccccc2)CC1 (configuration not stated) | -3.5% | -1
O=C(Nc1ccc(S(=O)(=O)N2CCN(c3ccccc3)CC2)cc1)c1cccs1 | -5.4% | -7
CSc1nnc2c3c4c(sc3c(=O)n(-c3ccccc3)n12)CC(C)(C)OC4 | 0.0% | 8
Cc1ccc(C(=O)Nc2sc3c(c2C(=O)O)CCCCC3)o1 | 9.2% | -15
CCOC(=O)/C(=C\c1cccc(O)c1)c1nc2sc(C)c(C)c2c(=O)[nH]1 | 0.8% | 4
N#CC1=C(N)C(C#N)(C#N)[C@H](c2ccsc2)[C@H]2COCC=C12 | -3.7% | 9
CN1Cc2sc(NC(=S)NC(=O)c3ccccc3)c(C#N)c2CC1(C)C | -0.8% | -9
Cn1c(CCNC(=O)c2cccs2)nnc1SCC(=O)Nc1nc(-c2ccccc2)cs1 | -4.1% | 9
CC(C)n1c(O)c(N=NC(=O)c2ccccc2NS(=O)(=O)c2cccs2)c2ccccc21 | 0.3% | 56
CC1(C)C(=O)OC(c2cccs2)C2(CCCCC2)C1=O (configuration not stated) | 2.5% | -9
CCn1c(=O)c2cc(C(=O)Nc3cccc(C(C)=O)c3)sc2c2ccccc21 | -1.8% | 12
CC(C)C(O)C1CCN(Cc2nc(-c3cccs3)no2)CC1 (configuration not stated) | 2.5% | x

The list is partial. The share of hits here may be higher or lower than overall.
